Lipid storage S3 – qHTS Assay for Lipid Storage Modulators in Drosophila S3 Cells; 0.64% of 320,000 active; Drosophila S3 cells, BODIPY lipid droplet fluorescence, 18-24 h; cells fed with added oleic acid; Potency in µM for hits, for the others lipid storage change, negative = inhibition, % at the top dose, mostly 46.1 µM; active = well fitted inhibition curve with a large enough effect in the signal ratio, with a control signal flat, not every such curve was filed as active; inconclusive = small, poorly fitted or top-dose-only effect, or effect the other way, or a change in a side signal; the % refers to the signal ratio
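Laser-scanning cytometry quantifies lipid droplet accumulation (500–530 nm total intensity; droplet/cell object ratio) in oleic acid-fed (400 uM added) Drosophila S3 cells treated with a concentration series. 20 uM Triacsin C defined 100% inhibition.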
Lipid storage S3 cell count max – second read-out of Lipid storage S3, no call of its own (marks repeat the call); cell number change, %; measured here: cell count max response;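 cells counted by Cell Tracker Red CMTPX staining in the red channel; peak over a dose series mostly up to 46.1 µM; percent activity relative to internal control wells on each plate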
Starred values were filed as active, the others as inactive; i = inactive; ? = inconclusive; · = not tested or not shown. % is scaled to controls: 0 for no effect and ±100 for the full control effect; potency is read from the fitted curve at half-maximal effect. Only part of the results is shown. The share of hits here may be higher or lower than overall.

SMILES	Lipid storage S3	Lipid storage S3 cell count max
O=C(c1ccc(Cl)cc1)C(CN1CCCCC1)c1ccccc1 (stereo not drawn)	?	·
COc1cc2c(cc1NC(=O)Nc1ccccc1)oc1ccccc12	19%	1
COc1cc(CN(C2CCCCC2C)S(=O)(=O)c2ccc(S(=O)(=O)NC3CC3)cc2)cc(OC)c1OC (stereo not drawn)	?	·
COc1ccc(S(=O)(=O)NCc2cn3c(C)csc3n2)cc1F	?	·
NC(=O)CC(NC(=O)c1ccc(Br)cc1)c1ccc(NC2CCCCCCC2)c([N+](=O)[O-])c1 (stereo not drawn)	?	·
CSC1=NC(C(Cl)(Cl)Cl)N=C(c2ccccc2)N1 (stereo not drawn)	?	·
CC(/C=C/c1ccccc1F)=N\NC(=O)C(C)C	?	·
CCCOc1cccc(C(=O)NCCNC(=O)c2cnccn2)c1	i	26
O=C(O)c1c(NC(=O)N(CCO)Cc2ccccc2)sc2c1CCCC2	-2%	0
Cc1cc(C)cc(OCC(=O)N2Cc3ccccc3CC2C(=O)O)c1 (stereo not drawn)	?	·
COc1ccc(OCCSc2nc(-c3ccccc3)cc(=O)[nH]2)cc1	?	·
CCNc1oc(-c2cccc3ccccc23)nc1C#N	?	·
COC(=O)C1C(c2ccc(OC)c(OC)c2)NC(c2ccc(OC)c(OC)c2)C(C(=O)OC)S1(=O)=O (stereo not drawn)	?	·
NS(=O)(=O)c1ccc(CCNC(=O)COC(=O)CCc2ccccc2)cc1	?	·
CCn1c(O)c(/C=N/N=C2CCCC2)c2ccc(C3=NNC(=O)CC3)cc21	-13%	-10
CCN1CCN(C(=O)c2ccc(CSc3ccc(C)cc3)cc2)CC1	-14%	0
Cc1cc(C)n2cc(CSc3nnnn3C)nc2n1	i	·
CCOc1cc(CNc2ccc(CNc3ncn[nH]3)cc2)ccc1OCc1ccccc1	9%	-1
Cc1[nH]c2ccccc2c1C1(O)C(=O)N(C(C)C)c2ccccc21 (stereo not drawn)	?	·
O=C(Nc1ccc(O)cc1)c1ccc2c(c1)C(=O)N(Cc1ccccc1)C2=O	?	·
COc1ccc(NC(=O)C2Cc3cccc(OC)c3O/C2=N\O)cc1 (stereo not drawn)	13%	-2
Cc1ccc(NCCC(=O)c2ccc(Cl)c(Cl)c2)cc1	-11%	-2
CC(C)(C)C1CCC2(CC1)Nc1cccc3cccc(c13)N2	i	-26
CCOc1cc(/C=N/NC(=O)CN2CCCCC2)ccc1OCc1ccc(Cl)cc1	?	·
CN(C)C(CNC(=O)C1CCN(C(=O)/C=C/c2ccccc2)CC1)c1ccccc1 (stereo not drawn)	?	·
Next structures follow:
SMILES	Lipid storage S3	Lipid storage S3 cell count max
Cc1nc(-c2cc(-c3nc(-c4ccc(C(C)(C)C)cc4)no3)no2)cs1	9%	22
CCCCC(=O)Nc1ccc(C(=O)OC2CCCCC2)cc1	i	6
CC(C)CNS(=O)(=O)c1ccc(CCC(=O)NCc2cccnc2)cc1	-7%	-12
Cc1c(C(=O)N2CC(C)OC(C)C2)oc2ccccc12 (stereo not drawn)	?	·
Cc1ccc(C)c(S(=O)(=O)N2CCN(C(C)C(=O)Nc3ccccc3-c3ccccc3)CC2)c1 (stereo not drawn)	?	·
CCOc1cc(/C=C2\CCC/C(=C\c3cc(Cl)c(O)c(OCC)c3)C2=O)cc(Cl)c1O	?	·
NC(=O)NC(Cc1ccccc1)C(=O)O (stereo not drawn)	0%	0
Cc1cccn2c(=O)c3cc(C(N)=S)c(=N)n(CCCN4CCOCC4)c3nc12	11%	·
COc1ccc(C(=O)NCCN2CCOCC2)c(OC)c1	?	·
C=CCNC(=O)CN(c1cccc(Br)c1)S(C)(=O)=O	?	·
CCCCN(C(=O)C(C)Oc1cccc(Cl)c1)c1c(N)n(CCC)c(=O)[nH]c1=O (stereo not drawn)	?	·
Cc1cc(C)nc(SC2CCCCC2NS(=O)(=O)c2ccccc2)n1 (stereo not drawn)	?	·
Cc1onc(-c2ccccc2)c1C(=O)Nc1ccc(Br)cc1Cl	-19%	-1
Cc1csc(CN(C)C(=O)CC2C(=O)NCCN2Cc2ccc(F)cc2Cl)n1 (stereo not drawn)	?	·
CCc1ccc(N2CN(CCc3ccccc3)CNC2=S)cc1	?	·
COc1cccc(/C(O)=C2/C(=O)C(=O)N(c3ccccn3)C2c2ccc(OC)c(OC)c2)c1 (stereo not drawn)	21%	-4
CC(C)c1ccc(S(=O)(=O)c2nnn3c2nc(NCC2CCCO2)c2ccccc23)cc1 (stereo not drawn)	i	·
O=C(NNC(=O)c1cccnc1Cl)c1ccc(F)cc1	-4%	10
O=[N+]([O-])c1cnccc1Nc1ccccc1	?	·
O=C(CCNS(=O)(=O)c1ccc(Br)cc1)NCC1CCCO1 (stereo not drawn)	?	·
CC(C)C1Nc2ccc(C(=O)NC3CCCCC3)cc2NC1=O (stereo not drawn)	?	·
O=C(Cn1nnc(-c2ccc(Cl)cc2)n1)N1CCN(C(=O)c2ccco2)CC1	?	·
CCn1c(SCC(=O)Nc2cc(C)ccc2C)nnc1-c1cnccn1	4%	13
O=S(=O)(c1cccc2nsnc12)N1CCCCC1	?	·
CCN(CC)S(=O)(=O)c1cc(Br)c(C)cc1OC	i	8
Later entries:
SMILES	Lipid storage S3	Lipid storage S3 cell count max
CCOc1ccc2nc(SCc3ccc(C(=O)OC)o3)[nH]c2c1	48%	·
Fc1cnc(N2CCOCC2)nc1NCc1ccccc1	i	·
Cc1[nH]c2ccccc2c1C(=O)CSc1nc2cc(S(=O)(=O)N3CCCCC3)ccc2o1	12%	-2
CCOc1ccc(N(CC(=O)NC2CCCCC2C)S(=O)(=O)c2c(C)noc2C)cc1 (stereo not drawn)	i	-8
O=C(NCCCN1CCCC1)[C@H](CSCc1ccccc1)N1Cc2ccccc2C1=O	-4%	6
Cc1ccc(S(=O)(=O)N2CCOCC2)cc1C(=O)Nc1nc2ccccc2[nH]1	22%	19
O=C(Nc1ccc2ccccc2c1)c1cn(-c2ccccc2)nc1-c1cccs1	17%	-10
CSc1nc(-c2ccco2)nn1C(=O)c1ccccc1	?	·
Cc1nn(-c2ccccc2)c(C)c1NC(=O)COc1ccc2ccccc2c1	?	·
COc1cccc(N=C2C(=O)N3CCCc4cccc2c43)c1	i	7
COC(=O)c1ccc(OCC(=O)Nc2ccsc2C(=O)OC)cc1	?	·
Cc1nn(Cc2cccc(C(=O)N3N=C(C(F)F)CC3(O)C(F)F)c2)c(C)c1[N+](=O)[O-] (stereo not drawn)	?	·
CCN(CC)CCNC(C(=O)Nc1cc(C(F)(F)F)ccc1Cl)c1ccccc1 (stereo not drawn)	-1%	-3
Cc1cc(C)c(NC(=O)COC(=O)Cc2cccs2)c(C)c1	?	·
COC(=O)c1sccc1NC(=O)c1cc2c(s1)CCCC2	?	·
CCNC(=O)c1cccc(S(=O)(=O)N2CCCCCC2)c1	13%	2
O=C(Cn1nnc(-c2ccc3c(c2)OCO3)n1)Nc1ccccc1C(=O)O	?	·
O=C(CN1CCN(c2ccccc2O)CC1)Nc1cccnc1Cl	?	·
Cc1ccc(S(=O)(=O)NC2=NCN(Cc3ccccc3)CN2)cc1	?	·
CCOC(=O)N1CCN(c2c(N3CCOCC3)c(=O)c2=O)CC1	3%	4
O=C(Nc1cccc(F)c1)C1C2C=CC3(CN(CCCN4CCOCC4)C(=O)C13)O2 (stereo not drawn)	?	·
Cc1oc(-c2ccc(Cl)cc2)nc1CS(=O)CC(=O)NC1CCCCCC1 (stereo not drawn)	?	·
COc1cccc(NC(=O)Nc2c(C)n(C)n(-c3ccccc3)c2=O)c1	?	·
CCCCNC(=O)C(C#N)c1nc2ccccc2nc1N1CCCC1 (stereo not drawn)	?	·
CCOC(=O)C1=C(C)N(CCCCCC(=O)O)C(=O)NC1c1ccccc1OC(=O)c1cccs1 (stereo not drawn)	?	·

Full records, quoted from the list. Screens in order: Lipid storage S3	Lipid storage S3 cell count max
`COc1cccc(N=C2C(=O)N3CCCc4cccc2c43)c1` is entered as i	7
`Cc1[nH]c2ccccc2c1C(=O)CSc1nc2cc(S(=O)(=O)N3CCCCC3)ccc2o1` is entered as 12%	-2

Fetched one by one from above:
SMILES	Lipid storage S3	Lipid storage S3 cell count max
NC(=O)CC(NC(=O)c1ccc(Br)cc1)c1ccc(NC2CCCCCCC2)c([N+](=O)[O-])c1 (stereo not drawn)	?	·
O=C(CN1CCN(c2ccccc2O)CC1)Nc1cccnc1Cl	?	·
CCOc1cc(/C=N/NC(=O)CN2CCCCC2)ccc1OCc1ccc(Cl)cc1	?	·
Cc1cc(C)c(NC(=O)COC(=O)Cc2cccs2)c(C)c1	?	·
CCN(CC)S(=O)(=O)c1cc(Br)c(C)cc1OC	i	8
Fc1cnc(N2CCOCC2)nc1NCc1ccccc1	i	·

Next part.
SMILES	Lipid storage S3	Lipid storage S3 cell count max
CCCC(=O)Nc1ccc2c(c1)c1ccccc1n2CC	?	·
O=C(Cn1cnc2c(nnn2Cc2ccc(Cl)cc2)c1=O)NC1CCCC1	14%	16
COCCCNC(=O)CSc1nc2cc(C(=O)NCCOC)ccc2c(=O)n1Cc1ccc2c(c1)OCO2	?	·
CCOC(=O)c1[nH]c(C)c(C(=O)NCc2ccco2)c1C	i	·
O=C(CCN1CCOCC1)NC12CC3CC(CC(C3)C1)C2	?	·
O=C(NCc1cccs1)C1CCN(S(=O)(=O)c2cccc3cccnc23)CC1	?	·
O=C(Nc1cccc(S(=O)(=O)N2CCOCC2)c1)C1=NN(c2ccccc2)C(=O)CC1	?	·
O=C(Nc1ccc2c(c1)S(=O)(=O)N=C1CCCCCN12)c1ccccc1Cl	?	·
O=C(NCc1cccs1)c1ccccc1C(=O)NCc1cccs1	-3%	8
CC(c1ccco1)N(C(=O)c1ccc(C(F)(F)F)cc1)c1ccccn1 (stereo not drawn)	?	·
O=C(Nc1ccnn1C1CCN(Cc2ccc(O)c(Cl)c2)CC1)C1CCCC1	-1%	6
CC1CCN(S(=O)(=O)c2ccc3c(c2)CC(C)N3C(=O)C2CCC2)CC1 (stereo not drawn)	?	·
CC(=O)NCc1ccc2[nH]c(C)cc2c1	-17%	-1
CN(C)C1N(C(=O)c2ccccc2)N=C2c3ccccc3S(=O)(=O)N21 (stereo not drawn)	2%	6
CCOc1cc(C(=O)N2CCC3(CC2)NCCc2[nH]cnc23)cc(OCC)c1OCC	i	·
CC(=O)Nc1ccc(S(=O)(=O)NCc2ccc(C(=O)NCCN3CCCCCC3)cc2)cc1	?	·
Cc1ccc(C2SCC(=O)N2c2ccccc2)cc1 (stereo not drawn)	-7%	9
CN(C)c1ccc(C=Nc2ccccc2)cc1	-4%	23
CC(CC(=O)N1CCN(c2ccccc2F)CC1)c1ccccc1 (stereo not drawn)	?	·
CC1=C2C3OC(=O)C(C)[C@@H]3CC[C@](C)(O)C2C2C3C4C5(C12)[C@H]1OC(=O)[C@@H](C)C1CC[C@]4(C)O[C@]5(C)[C@@H]3O (stereo partly drawn)	2%	14
COc1ccc(CNC(=O)Nc2ccccc2)cc1	8%	-12
O=C(c1ccccc1)c1coc2ccc(O)c(Cl)c12	?	·
O=C1NCCNC(=O)c2ccccc2OCCOc2ccccc21	19%	17
CCOc1cccc(OCCn2cnc3ccccc3c2=O)c1	6%	11
CC(C)(C)n1nnnc1C(c1ccccc1F)N(Cc1ccco1)CC1CCCO1 (stereo not drawn)	14%	-1

Four of the compounds above, with each value named.
CCCC(=O)Nc1ccc2c(c1)c1ccccc1n2CC
  Lipid storage S3: ? | Lipid storage S3 cell count max: ·
O=C(Cn1cnc2c(nnn2Cc2ccc(Cl)cc2)c1=O)NC1CCCC1
  Lipid storage S3: 14% | Lipid storage S3 cell count max: 16
COCCCNC(=O)CSc1nc2cc(C(=O)NCCOC)ccc2c(=O)n1Cc1ccc2c(c1)OCO2
  Lipid storage S3: ? | Lipid storage S3 cell count max: ·
CCOC(=O)c1[nH]c(C)c(C(=O)NCc2ccco2)c1C
  Lipid storage S3: i | Lipid storage S3 cell count max: ·

(more compounds)
SMILES	Lipid storage S3	Lipid storage S3 cell count max
O=C(CSCc1ccccc1)Nc1ccc(Cl)cn1	9%	-15
c1ccc(CNc2ncnc3scc(-c4cccs4)c23)nc1	?	·
O=S1(=O)CCN2C(=N1)SC1=C2CCN(Cc2ccccc2)C1	15%	18
COc1cc(CCNC(=O)c2cnn3ccccc23)cc(OC)c1OC	?	·
O=C(COc1ccc(S(=O)(=O)N2CCOCC2)cc1Cl)N1CCOCC1	?	·
COc1ccc(NC(=O)CO/N=C2\CCCc3nonc32)cc1	24%	5
COc1cc2c(cc1OC)CN(Cc1ccc(C)cc1)CC2	?	·
Nc1c(C(=O)Nc2ccc3c(c2)OCCO3)nnn1Cc1ccccc1Cl	?	·
CCC12C(=O)C(CC)(C(c3ccccc3)=C1c1ccccc1)[C@@H]1C(=O)N(c3ccccc3)C(=O)C12 (stereo partly drawn)	11%	-1
C=CCc1cccc2cc(NC(C)=O)c(=O)oc12	?	·
Cc1ccc(NC(=S)Nc2ccc3cn[nH]c3c2)cc1C	5%	-3
O=C(CN(CCc1ccccc1)S(=O)(=O)c1ccc(Br)cc1)N/N=C/c1ccc2c(c1)OCO2	?	·
O=C(Nc1c2c(nn1-c1ccccc1)CS(=O)C2)c1ccc(Br)o1 (stereo not drawn)	?	·
CCCCn1c(N)c(N(CCOC)C(=O)c2ccc(S(=O)(=O)N3CCCCC3)cc2)c(=O)[nH]c1=O	?	·
COc1ccc(C2(C)NC(=O)N(CC(=O)NC(C)c3ccc(CC(C)C)cc3)C2=O)cc1 (stereo not drawn)	-8%	-8
CC(C)c1nc2cc3ccccc3cc2[nH]1	20%	-8
O=C1CN(S(=O)(=O)c2ccc(Cl)cc2)CC(=O)N1CCc1ccccc1	?	·
O=C(CN1CCN(c2ccc(F)cc2)CC1)NC(=O)NCc1ccco1	?	·
